Mtb RmlCD inh: M. tuberculosis RmlC/RmlD coupled enzyme inhibitors, primary screen, biochemical, compound mixtures, 384-well, from 1536-well plates. dTDP-4-dehydrorhamnose reductase (Mycobacterium tuberculosis (strain ATCC 25618 / H37Rv)) …. inhibition, % at 3.6 µM. RmlC+RmlD coupled enzyme assay, percent inhibition; primary screen in compound mixtures. hit rate 0.03% among 160,000. AID 1533, 2009; in the data active = inhibition mostly above about 34%, no sharp cut-off; also: some results filed as inactive read as strong as hits
Target sequence (P9WH09 whole entry, looked up): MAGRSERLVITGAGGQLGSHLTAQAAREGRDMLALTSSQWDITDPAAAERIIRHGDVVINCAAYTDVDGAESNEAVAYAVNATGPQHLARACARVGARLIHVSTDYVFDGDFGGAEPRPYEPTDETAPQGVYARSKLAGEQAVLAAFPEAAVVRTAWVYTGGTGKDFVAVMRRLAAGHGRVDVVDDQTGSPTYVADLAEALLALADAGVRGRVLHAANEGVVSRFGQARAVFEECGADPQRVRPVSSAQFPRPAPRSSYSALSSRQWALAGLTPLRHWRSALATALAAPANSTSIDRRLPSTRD
Target sequence (P9WH11 whole entry, looked up): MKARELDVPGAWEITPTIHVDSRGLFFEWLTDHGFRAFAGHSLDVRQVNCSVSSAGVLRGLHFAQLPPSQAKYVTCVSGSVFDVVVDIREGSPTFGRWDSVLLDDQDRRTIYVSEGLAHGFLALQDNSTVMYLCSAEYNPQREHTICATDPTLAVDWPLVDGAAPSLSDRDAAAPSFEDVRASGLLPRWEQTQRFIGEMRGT
M. tuberculosis GlmU: inhibition of mycobacterial GlmU enzyme – biochemical, glucosamine-1-phosphate acetyltransferase (AID 1376); Bifunctional protein GlmU (Mycobacterium tuberculosis (strain ATCC 25618 / H37Rv)); M. tuberculosis GlmU acetyltransferase enzyme assay; higher % means a stronger effect; inhibition, %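 (tested at 30 µM in the primary screen)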, or IC50 in µM where a hit was titrated; hit rate 0.25% among 220,000; in the data active = inhibition above about 13%;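 also: 0% = complete reaction with vehicle and 100% = reaction without substrate; strong numbers were not always called active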
Starred values were filed as active, the others as inactive; . = no result given. Some of the compounds tested; rates above refer to the full screens.

Compound | M. tuberculosis GlmU | Mtb RmlCD inh
Cc1c(CN(C)C(=O)CSc2nc(-c3ccco3)cc(C(F)(F)F)n2)cnn1C | 2.5% | .
Cc1[nH]ccc(=O)c1OCC(=O)O | -1.2% | -2
CCn1ncc(C2=NOC(C(=O)NCc3ccccc3)C2)c1C (stereo not given) | -1.1% | 11
O=C(CCSc1nnc(-c2ccco2)o1)Nc1ccc(F)cc1 | -2.3% | 5
O=C(O)c1ccc(NCc2ccc3c(c2)OCO3)cc1 | 1.6% | .
Nc1ccc2[nH]ncc2c1 | 4.3% | .
Cc1ccc(S(=O)(=O)N2CCN(C(C(=O)Nc3ccc(F)cc3)c3ccccc3)CC2)cc1 (stereo not given) | -6.6% | 23
Cc1ccccc1OCC(=O)NC(=S)Nc1ccc2c3c(cccc13)CC2 | -2.3% | 1
CN(C)CCCNS(=O)(=O)c1ccc(Cl)s1 | -2.9% | -8
O=c1c(-c2ccc3c(c2)OCCO3)coc2c(CN3CCOCC3)c(O)ccc12 | -3.1% | .
CCCCC(=O)c1c(O)c2ccccc2oc1=O | 0.6% | 17
COC(=O)c1ccc(CO/N=C/c2ccc(OC)cc2)o1 | 6.3% | 7
Cn1c(SCC(=O)NC2CCCC2)nc2cccnc21 | -0.8% | 8
CC(C)(C)c1cc(C(=O)NNc2cccc(Cl)c2)n(Cc2ccccc2)n1 | 1.2% | 8
Cc1ccc(-n2nnnc2SCC(=O)NCCC2=CCCCC2)c(C)c1 | 2.3% | -9
CCC(C)c1ccc(O)c(/C=N/O)c1 (stereo not given) | -3.4% | 21
CCOC(=O)N1CCN(C2=NC3(CCCCC3)C(C#N)C(=O)N2)CC1 (stereo not given) | 2.5% | 28
COc1ccc(NC(=O)c2nn(C34CC5CC(CC(C5)C3)C4)cc2[N+](=O)[O-])cc1 | 3.0% | -2
CC(C)(C)OC(=O)N[C@@H](Cc1ccccc1)c1nnc(SCC(=O)c2ccc(Cl)cc2)o1 | -0.2% | 15
CCCCC(=O)NC(=S)Nc1nnn(CCC)n1 | 1.7% | -2

Looked up by structure from the entries so far, two records:
Compound | M. tuberculosis GlmU | Mtb RmlCD inh
O=C(O)c1ccc(NCc2ccc3c(c2)OCO3)cc1 | 1.6% | .
Cc1c(CN(C)C(=O)CSc2nc(-c3ccco3)cc(C(F)(F)F)n2)cnn1C | 2.5% | .

Continuation.
Compound | M. tuberculosis GlmU | Mtb RmlCD inh
Cn1ncnc1SCc1cn2cccnc2n1 | -5.9% | 0
CCCCNC(=O)c1c(C)cc(=O)oc1C | 5.3% | -6
O=C(NCCc1ccccc1)C1CCCN1C(=O)Nc1ccc(F)cc1 (stereo not given) | -1.7% | 8
COc1cccc(-c2nn(C)c3sc(C(=O)NCc4ccco4)cc23)c1 | -0.4% | 3
CCn1c(SCc2ccc(C)cc2)nnc1C1CCN(S(=O)(=O)c2ccc(OC)cc2)CC1 | 2.0% | .
COc1cc2c(C(=O)N3CCN(c4ccccc4C)CC3)c(C)oc2cc1Br | 1.7% | -9
CCn1ccnc1CNC(=O)CC1C(=O)NCCN1Cc1ccc(OC)cc1OC (stereo not given) | 2.9% | -5
O=C(O)/C=C/c1cccc(NC(=O)c2ccccc2)c1 | 2.6% | 11
Cc1ccccc1C(=O)NC1CCN(Cc2nnnn2C2CCCC2)CC1 | -5.2% | .
CCNc1nc(NCC)n2c(SCC(=O)NC34CC5CC(CC(C5)C3)C4)nnc2n1 | -4.5% | -7
COCCCN1CN(Cc2ccccc2)CNC1=S | -2.2% | 5
C=CCn1c(COc2ccc(OC)cc2)nnc1SCn1nnc2ccccc2c1=O | 3.1% | -12
Cc1cc(C(=O)Nc2ccc(Cl)cc2)c(C)n1-c1ccccc1 | 5.4% | 9
Nc1nc(N)c(N=Nc2ccc(Cl)cc2)c(=O)[nH]1 | -5.7% | -12
Nc1nnnn1/N=C/c1cccc(O)c1 | . | 15
CNC(=S)NC12CC3CC(CC(C3)C1)C2 | -3.9% | -7
O=C(CSc1nc(C2CC2)nc2ccccc12)Nc1ccc2c(c1)OCCO2 | -8.7% | .
O=C(O)c1cccc(-c2nnn(Cc3ccccc3Cl)n2)c1 | 2.0% | .
CC(=Nc1ccc(C)c(C)c1)C1=C(O)CCC1=O | -3.8% | -8
O=C(COC(=O)c1ccc2ncsc2c1)NC(=O)NCc1ccccc1 | -7.0% | 4
C=CCC1(C#N)C(=S)NC2=C(C(=O)CC(C)(C)C2)C1c1ccc(Br)cc1 (stereo not given) | 9.6% | .
COc1cc(OC)c(Nc2cc(C)nc3nc(C)nn23)cc1Cl | 3.5% | 6
Cc1ncc([N+](=O)[O-])n1CC(=O)NCCc1ccccc1 | -0.4% | 9
N#CCCn1cc(C(CC(=O)c2ccccc2)C(=O)O)c2ccccc21 (stereo not given) | 6.8% | .
Cc1ccc(S(=O)(=O)Nc2ccc(S(=O)(=O)NC(C)(C)C)cc2)cc1 | 8.2% | -6
CC(C(=O)Nc1cc([N+](=O)[O-])ccc1Cl)N1CCN(c2ccccc2)CC1 (stereo not given) | -7.7% | .
O=C(OCC(=O)N1CCN(C(=O)c2ccco2)CC1)c1ccccc1C(=O)c1ccccc1 | 0.6% | .
Fc1ccccc1Sc1ccccc1CNC1=NCCN1 | -6.3% | -4
COC(=O)[C@@]1(Cc2ccc(F)cc2)[C@H]2c3cc(C(=O)N(C)C)n(Cc4ccccc4)c3C[C@H]2CN1C(=O)c1ccccc1 | 1.9% | .
NS(=O)(=O)c1ccc(Nc2ccccc2)c([N+](=O)[O-])c1 | . | 9
C#CCNC(=O)c1ccc(OCc2ccccc2)cc1Cl | -12% | -3
O=C(c1ccccc1C(=O)N1CCN(c2ccc(F)cc2)CC1)N1CCN(c2ccc(F)cc2)CC1 | -4.5% | .
COC(=O)c1cc2ccccc2c(=O)s1 | -2.3% | .
COC(=O)c1cc(-c2ccc(OC)c(OC)c2)n[nH]1 | -0.6% | 107
O=C(Nc1ccc(F)cc1)c1cc2c(s1)CCCC2 | -2.3% | 1
CCOC(=O)C1CCN(S(=O)(=O)Cc2ccccc2)C1=O (stereo not given) | 7.7% | .
Cc1ccc(NC(=O)c2cc3ccccc3oc2=O)cc1S(=O)(=O)N(C)C | 4.8% | 10
Cc1nc(NCc2ccccn2)c2c3c(sc2n1)CCCC3 | 0.7% | 19
COC(=O)C(NC(=O)c1ccccc1)=C(C)C | -1.4% | 6
COc1ccc(CCn2c(-c3ccc(OC)cc3)nc3c(c(=O)c4ccccc4n3C)c2=O)cc1 | 0.5% | 3
Cc1nc(SCC(=O)NC(=O)NC(C)C)nc(C)c1C | -8.7% | .
COC(=O)CC1NCCc2cc(OC)c(OC)cc21 (stereo not given) | -1.9% | 1
O=S(=O)(c1ccc(NC(=S)N/N=C/c2ccc(N3CCOCC3)cc2)cc1)N1CCOCC1 | 2.5% | 5
Cc1cccc(N2CCN(C(=O)CCn3c(=O)[nH]c4ccccc4c3=O)CC2)c1C | -3.6% | -1
N/C(=N\OC(=O)c1ccccc1)c1ccncc1 | -0.6% | 15
NC(=S)N/N=C/c1coc2cc(Cl)ccc2c1=O | -2.9% | 74
CC(=O)C(N=Nc1ccccc1)(Sc1nnc(-c2ccccc2)n1-c1ccccc1)C(C)=O | 0.9% | .
O=[N+]([O-])c1cc(/C=N\Nc2nccs2)ccc1O | . | -3
CCOc1ccc(OCCCCN2CCCC2)cc1 | 5.6% | .
O=C(Nc1ccc(N2CCOCC2)cc1)C1CCN(S(=O)(=O)c2ccccc2F)CC1 | -1.3% | 5
CN(C)c1ccc(/C=N/NC(=O)CN(c2cccc(Cl)c2)S(C)(=O)=O)cc1Br | -4.5% | 10
Cc1nn(Cc2ccccc2)c(Cl)c1/C=C/C(=O)OC(C)C(=O)N1CCCC1 (stereo not given) | 7.8% | 4
CC1CC(N(C(=O)c2ccco2)c2ccccc2)c2ccccc2N1 (stereo not given) | -1.2% | .
COCC(C)n1c(COc2ccccc2F)nnc1SCc1c(C)noc1C (stereo not given) | -3.6% | .
O=C(c1ccc([N+](=O)[O-])o1)N1CCOCC1 | -4.0% | -1
Cc1ccccc1C1c2[nH]c3ccccc3c2CCN1C(=O)c1ccc(=O)n(C)n1 (stereo not given) | 2.0% | -12
NCCS(=O)(=O)NC1CCCCC1 | 1.6% | 5
CCn1c(CC(C)C)n[nH]c1=S | -1.8% | 30
CCOC(=O)C1(Cc2ccc(Cl)cc2)CCN(C(=O)c2ccoc2)CC1 | 1.3% | -11
CC(=O)c1c(C)nc2ccc(C)cc2c1-c1ccccc1 | 4.5% | -6

Gathered by group, the compounds so far containing two or more sulfur atoms.
Compound | M. tuberculosis GlmU | Mtb RmlCD inh
CN(C)CCCNS(=O)(=O)c1ccc(Cl)s1 | -2.9% | -8
CCn1c(SCc2ccc(C)cc2)nnc1C1CCN(S(=O)(=O)c2ccc(OC)cc2)CC1 | 2.0% | .
Cc1ccc(S(=O)(=O)Nc2ccc(S(=O)(=O)NC(C)(C)C)cc2)cc1 | 8.2% | -6
O=S(=O)(c1ccc(NC(=S)N/N=C/c2ccc(N3CCOCC3)cc2)cc1)N1CCOCC1 | 2.5% | 5

(more compounds)
Compound | M. tuberculosis GlmU | Mtb RmlCD inh
COc1ccc(NC(=O)c2cccs2)cc1 | -2.8% | .
COc1ccc2c(CC(=O)Nc3ncc(C)s3)coc2c1 | -6.2% | 18
O=C(CN1CCOCC1)NN=C(c1ccccc1)c1ccccc1 | -4.5% | -6
Cn1c(=O)c(C(=O)Nc2ncccc2O)c(O)c2ccccc21 | 2.2% | -13
Cc1ccc(Nc2ccc(C(=O)NC3CCCCC3)cn2)cc1 | 0.5% | -5
O=C(NCc1ccccc1)c1ccc(Br)cc1 | 0.6% | -6
CCNC(=S)NNc1ccccc1 | 4.5% | 5
Cc1ccc(CN2CCN(Cc3cccn3-c3nccs3)CC2CCO)cc1 (stereo not given) | 6.4% | -7
Cc1nn(-c2ccc([N+](=O)[O-])cc2)c2c1C(c1cccc(Br)c1)N1C(=N2)C(=O)Nc2ccccc21 (stereo not given) | 5.5% | 1
Cc1cc(C)nc(NS(=O)(=O)c2ccc(N/C=C/C(=O)c3ccc(Cl)c(Cl)c3)cc2)n1 | 6.8% | 4
O=c1c(-c2ccccc2)cnc2n1CCS2 | -7.4% | 4
C=CCn1c(COc2ccccc2)nnc1SCC(=O)Nc1ccc2c(c1)OCCO2 | -3.0% | .
C=CCN1C(c2ccc(Br)cc2)=CS/C1=C(/C#N)c1nnc(N2CCOCC2)n1-c1ccccc1 | -3.9% | .
O=c1oc2ccccc2c(Nc2ccc(F)cc2)c1[N+](=O)[O-] | 0.6% | -7
O=C(NC(=S)Nc1cccc2[nH]ncc12)c1ccccc1 | -2.0% | -6
CC(Sc1nnc(CNc2cccc3ccccc23)n1-c1ccccc1)C(=O)N/N=C/c1ccco1 (stereo not given) | -2.5% | -5
N=C(c1cccc([N+](=O)[O-])c1)N1CCCCCC1 | -4.2% | .
Clc1ccc(-c2cnn3c(-c4ccncc4)ccnc23)cc1 | 0.3% | 7
COC(=O)Nc1ccc(S(=O)(=O)N2CCCC(C(=O)Nc3cccnc3)C2)cc1 (stereo not given) | 2.2% | 55
O=c1ccc(-c2ccccc2)no1 | 5.6% | 3
CC/C(=C\C(=O)c1ccncc1)Nc1ccc(O)cc1 | 6.3% | .
c1ccc(-c2cnn3c(-c4ccccc4)c(-c4ccccc4)nc3n2)cc1 | 2.6% | -5
Cc1ccc(O)c(N=Cc2ccc(C)s2)c1 | -3.6% | 6
COc1ccc(Nc2nc(CN3CCOCC3)nc3sc4c(c23)CCC(C)C4)cc1OC (stereo not given) | 2.3% | .
CC(C)(C)n1nnnc1C(c1ccc2ncccc2c1)N1CCC(O)CC1 (stereo not given) | 5.2% | 4
O=C(c1ccccc1)C(CCC(CN1CCOCC1)C(=O)c1ccccc1)CN1CCOCC1 (stereo not given) | 7.9% | .
Cc1cc(C)cc(-n2nnc(C(=O)NCc3ccccc3)c2N)c1 | 7.0% | -6
O=c1c2cc(NC(=S)N3CCC(N4CCCCC4)CC3)ccc2nc2n1CCCCC2 | -3.2% | -6
Cc1ccc(NC(=O)C2CCN(C(=O)NC3CCCCC3)CC2)c(C)c1 | 0.6% | 4
CCOC(=O)C1SC2(C(F)(F)C(F)F)CC1(O)c1c(c(OC)c3occc3c1OC)O2 (stereo not given) | 3.7% | .
CCOc1cc(N2CCOCC2)c(OCC)cc1NC(=O)c1cc(C)cc(C)c1 | 8.3% | -6
CCn1c(CNc2ccc(F)cc2)nnc1SCC(=O)N1CCCc2ccccc21 | 6.2% | 5
COc1cccc(C(=O)NNC(=S)NC2CCCCC2)c1 | 4.3% | -15
COc1ccc(CCSc2nnc(C3CCCCC3)n2N)cc1 | 1.5% | .
Cc1c(Br)c([N+](=O)[O-])nn1C(C)C(=O)NCc1cccs1 (stereo not given) | 2.9% | -6
O=C(O)c1cccc(-c2nnn(Cc3ccccc3)n2)c1 | 4.7% | .
Cc1ccc(Cl)cc1N1CCN(C(=O)Cc2cn(C)c3ccccc23)CC1 | -4.2% | 7
Cc1ccc(N(C)C(=O)N2CCN(S(=O)(=O)c3ccc4ccccc4c3)CC2)cc1 | 0.1% | .
